# PI5P4Ka inh: qHTS for Inhibitors of phosphatidylinositol 5-phosphate 4-kinase (PI5P4K) | max response, % | PI5P4Kalpha enzyme, ADP-Glo luminescence, 60 min; active compounds read low | 330,000 compounds, 1.2% hits; active means max response of -50% or lower; inconclusive means between -30% and -50%; inactive means -30% or higher; further: value at the top dose of about 77 µM; on the % scale 0 is the no-effect control and ±100 the full control effect
#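 Single end-point luminescence (ADP-Glo) quantified ADP from PI5P4Kalpha turnover; ATP 5 microM final, 1 h at RT, 0.1% CHAPS and 0.28 mM EGTA in HEPES pH 7.4.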
# CCT chaperon mod: High-Throughput Screening for Modulators of Cytosolic Chaperonin Activity | purified chaperonin ATPase assay, HTRF ADP detection, 30 min | activity change, % (test concentration not listed), hits read low | 360,000 compounds, 0.3% hits | AID 651819, 2012; in the data active means activity change below about -30%; further: on the % scale 0 is the no-effect control and ±100 the full control effect
#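 TRiC (40 or 20 nM final, by batch activity) in 30 mM Tris pH 7.4, 100 mM KCl, 5 mM MgCl2, 1 mM DTT was treated with compound at 76 uM single dose, then 10 uM ATP, 30 min at 37 °C. ADP was read by HTRF Transcreener.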
# EPAC1 antagonist: qHTS for Antagonist of cAMP-regulated guanine nucleotide exchange factor 3 (EPAC1): primary screen | Potency, µM (highest dose often 115 µM), without a hit: at the highest dose activity change, negative = inhibition, usual class: inhibitors | 360,000 compounds, 0.14% hits | EPAC1 GEF assay, Rap1b-BODIPY-GDP exchange fluorescence;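 further: potency means the concentration at half of the fitted maximal effect; plate controls were vehicle for no effect and positive control for full effect; nearly all actives have a fitted effect of over 50% in size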
# Target sequence (O95398 whole entry, looked up): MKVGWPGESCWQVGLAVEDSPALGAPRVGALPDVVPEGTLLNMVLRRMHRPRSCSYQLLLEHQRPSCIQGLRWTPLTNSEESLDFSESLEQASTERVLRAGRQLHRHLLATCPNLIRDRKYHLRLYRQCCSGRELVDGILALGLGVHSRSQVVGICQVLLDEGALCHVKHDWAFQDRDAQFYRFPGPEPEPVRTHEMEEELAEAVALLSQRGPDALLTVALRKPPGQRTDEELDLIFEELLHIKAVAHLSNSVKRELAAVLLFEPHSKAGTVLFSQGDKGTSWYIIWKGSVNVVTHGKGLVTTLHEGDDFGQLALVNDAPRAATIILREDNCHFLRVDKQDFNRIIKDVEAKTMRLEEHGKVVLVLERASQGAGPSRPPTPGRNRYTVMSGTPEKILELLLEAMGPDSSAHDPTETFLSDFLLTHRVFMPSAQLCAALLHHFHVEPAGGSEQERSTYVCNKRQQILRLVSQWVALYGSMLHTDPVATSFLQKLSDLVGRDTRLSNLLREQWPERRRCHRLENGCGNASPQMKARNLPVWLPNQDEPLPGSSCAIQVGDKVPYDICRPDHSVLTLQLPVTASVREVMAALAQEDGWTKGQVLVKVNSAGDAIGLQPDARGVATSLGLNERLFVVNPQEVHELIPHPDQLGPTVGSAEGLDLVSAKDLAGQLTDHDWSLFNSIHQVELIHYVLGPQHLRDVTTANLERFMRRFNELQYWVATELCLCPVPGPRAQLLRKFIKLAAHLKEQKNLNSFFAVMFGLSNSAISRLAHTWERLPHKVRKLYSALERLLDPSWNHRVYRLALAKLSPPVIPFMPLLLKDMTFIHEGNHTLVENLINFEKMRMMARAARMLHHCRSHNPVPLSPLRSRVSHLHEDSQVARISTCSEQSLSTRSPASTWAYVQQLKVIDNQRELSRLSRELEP
# WRN inhibitor: qHTS for Inhibitors of WRN Helicase | Bifunctional 3'-5' exonuclease/ATP-dependent helicase WRN (Homo sapiens), Q14191 | WRN helicase unwinding, fluorescent forked duplex, kinetic | Potency, µM (titrated, usually from 114 µM), for inactives: top-dose activity change, negative = inhibition, most hits filed as inhibitors | 360,000 compounds, 0.46% hits; further: potency means the concentration at half of the fitted maximal effect; on the % scale 0 is the no-effect control and ±100 the full control effect; nearly all actives have a fitted effect of over 55% in size
#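 WRN at 20 nM final was preincubated with compound for 15 min at room temperature; reaction started with 100 nM forked duplex oligonucleotide carrying fluorophore and quencher plus 2 mM ATP (final). Unwinding followed kinetically by red fluorescence (ex 525/em 598 nm).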
# EPAC2 agonist: qHTS for Agonist of cAMP-regulated guanine nucleotide exchange factor 4 (EPAC2): primary screen. Rap guanine nucleotide exchange factor 4 (Homo sapiens), Q8WZA2. EPAC2 activation, biochemical qHTS; response scale: 100% = 6.5 mM cAMP response. Potency, µM (highest dose often 154 µM), inactives show at the highest dose activation, actives largely listed as activators. 360,000 compounds, 0.079% hits. AID 720711, 2013; further: potency means the concentration at half of the fitted maximal effect; nearly all actives have a fitted effect of over 50% in size
#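 Nucleotide exchange monitored as fluorescence drop when BODIPY-GDP leaves Rap1B. Reaction: 100 nM EPAC2, 250 nM RAP1B-BODIPY-GDP, 50 uM GDP, room temperature, kinetic read over 30 min. Activity expressed relative to 6.5 mM cAMP.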
# PLK1 PBD inh: qHTS for Inhibitors of PLK1-PDB (polo-like kinase 1 - polo-box domain): Primary Screen | Serine/threonine-protein kinase PLK1 (Homo sapiens), P53350 | Plk1 PBD binding of FITC phosphopeptide, fluorescence polarization | Potency, µM, for inactives: max response, negative = inhibition, most hits filed as inhibitors | 360,000 compounds, 2.8% hits | AID 720504, 2013; further: potency means the concentration at half of the fitted maximal effect; series mostly up to about 57 µM; on the % scale 0 is the no-effect control and ±100 the full control effect; nearly all actives have a fitted effect of over 65% in size
# IL-2 act: qHTS of IL-2 Activators; 360,000 compounds, 0.065% hits; IL-2 activation reporter assay, cell-based qHTS; stimulated with anti-CD3/CD4/CD28 beads; in transgenic mouse T cells; activation, % (series mostly up to about 46 µM); in the data active means activation above about 50%; inconclusive means mostly about 30% to 49%; further: 0% is about no effect
#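 Using fluorescent plate cytometry, EGFP and DsRed are detected in transgenic mouse T cells stimulated 18 h at 37 degrees C with antibody-coated beads after 60 min compound pretreatment.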
# EPAC1 ag: qHTS for Agonist of cAMP-regulated guanine nucleotide exchange factor 3 (EPAC1): primary screen | Rap guanine nucleotide exchange factor 3 (Homo sapiens), O95398 | EPAC1 agonist qHTS, biochemical assay; response scale: 100% = response to 6.5 mM cAMP | Potency, µM (titrated, usually from 154 µM), for inactives: at the top dose activation, usual class: activators | 360,000 compounds, 0.073% hits | AID 720707, 2013; further: potency means the concentration at half of the fitted maximal effect; nearly all actives have a fitted effect of over 60% in size
#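 Multi-concentration qHTS readout: loss of Rap1B-bound BODIPY-GDP fluorescence driven by 100 nM EPAC1 with excess GDP (50 uM), monitored kinetically at room temperature; agonist response expressed relative to 6.5 mM cAMP.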
# The depositor's hits bear a star; ? = inconclusive; . = not tested or not shown; [ ] = remark or other dose. Unless noted, the call rests on the fitted dose curve; in most records, active means well fitted curve in the direction sought with a large enough effect; inconclusive means small, poorly fitted or top-dose-only effect, or another doubt; inactive means no such curve, though single readings can be large; an effect the other way counts as inactive or inconclusive. Some of the compounds tested; the hit share may differ from the screen's.
EPAC1 ag	PI5P4Ka inh	IL-2 act	PLK1 PBD inh	EPAC1 antagonist	WRN inhibitor	Structure	EPAC2 agonist	CCT chaperon mod
8%	0	-1.0	-14%	-10%	18%	COc1ccc(CN2CCN(Cc3c[nH]c4ccccc34)CC2)cc1OC	2%	0.0
-3%	-1	0.6	-6%	-18%	-17%	CSc1ccc(/C=N/NC(=O)c2sccc2C)cc1	-3%	0.0
8%	1	-4.5	-16%	-12%	1%	O=C(c1ccc(CS(=O)c2ccccc2Cl)o1)N1CCN(c2ccccc2)CC1 (stereo not given)	5%	-0.1
0%	3	0.3	-13%	-9%	4%	O=C(C[C@H]1CC[C@@H]2[C@H](COC[C@H](O)CN2Cc2cccc(F)c2)O1)NCc1cccc(F)c1	3%	.
-62%[inhibitor]	3	3.9	15%	22%	26%	C=CCN1C(=O)S/C(=C\c2ccc(N3CCOCC3)cc2C)C1=O	-38%[inhibitor]	0.9
2%	-10	-0.7	-2%	4%	1%	CCOc1ccc(CNC(=O)CN2C(=O)C(c3ccccc3)Oc3cccnc32)cc1 (stereo not given)	-9%	0.0
6%	4	-4.7	-6%	11%	10%	CCCCOc1ccc(C2=CSC3=NCCN23)cc1[N+](=O)[O-]	1%	-2.9
5%	-6	0.1	24µM*	3%	16%	COc1ccc(NCN2C(=O)CCC2=O)cc1	1%	-3.3
-14%	-14	-0.2	1%	-16%	-2%	COc1ccc(NC(=O)c2nc[nH]c2C(=O)N(C)Cc2ccccc2)cc1	11%	0.7
-8%	-6	0.5	-10%	4%	9%	CC(=O)OCC1OC(OC(C)=O)C(NC(=O)c2cccnc2)C(OC(C)=O)C1OC(C)=O (stereo not given)	11%	-1.5
-3%	1	-0.5	5%	-6%	0%	COC(=O)C1CN(C(=O)c2ccc(OC(F)F)cc2)c2ccccc2O1 (stereo not given)	7%	0.8
2%	3	0.2	-16%	-9%	-2%	COc1ccc(C(=O)OCC(=O)NC2CC2)cc1[N+](=O)[O-]	3%	1.6
-4%	-26	-0.1	-7%	4%	-16%	O=C(CSc1nc(O)cc(=O)[nH]1)N1CCOCC1	9%	-0.8
-4%	?	-0.1	-2%	-8%	-6%	COCCn1c(SCC(=O)Nc2ccc3[nH]c(=O)[nH]c3c2)nc2ccccc21	0%	-1.5
3%	0	-1.9	-1%	-7%	-1%	Cc1cccc(-n2nc3c(c2NC(=O)c2ccco2)CS(=O)(=O)C3)c1C	4%	0.6
-2%	-4	-3.5	-10%	-10%	-5%	O=C(Cn1c(=O)oc2cc(S(=O)(=O)N3CCc4ccccc43)ccc21)NC1CCCC1	4%	-2.7
-2%	5	-0.5	-12%	-20%	?	Nc1nonc1-n1nnc(C(=O)N/N=C/c2ccccn2)c1-c1ccccc1	0%	-0.2
4%	-6	-0.1	-4%	1%	5%	Cc1cc(C)c(C)c(S(=O)(=O)N[C@@H](C)C(=O)OCC(N)=O)c1C	3%	-0.8
5%	-1	-0.5	-1%	14%	1%	CCCCn1nnnc1C1(C)CCC(=O)N1Cc1ccc(OC)c(OC)c1 (stereo not given)	5%	-1.2
0%	1	-2.6	-10%	-8%	8%	CSCc1ccc(C(=O)OCC(=O)NC2CCCC2)o1	8%	-0.1
-5%	5	-0.4	-9%	-1%	-23%	CC(=O)c1cccc(N(CC(=O)Nc2ccc(F)cc2)S(C)(=O)=O)c1	-3%	0.1
13%	3	-0.2	-7%	-6%	-3%	Cc1ccc(NC(=O)CSC2=C(C#N)C(c3ccco3)CC(=O)N2)cc1 (stereo not given)	-19%	-0.8
-5%	1	-1.5	-3%	-5%	-6%	CC(C)CC(OC(=O)c1cccs1)C(=O)NCC1CCCO1 (stereo not given)	1%	-2.9
6%	.	-0.3	-6%	-2%	-4%	COc1ccccc1N(CC(=O)N1CCCCC1)S(=O)(=O)c1ccccc1	4%	-1.2
-4%	-9	-0.3	-2%	8%	3%	Cc1nnc(SCC(=O)N2CCN(S(=O)(=O)c3ccccc3)CC2)[nH]c1=O	2%	1.1
0%	-21	-0.9	-14%	-11%	-2%	COCCn1c(=S)[nH]c2sc3c(c2c1=O)CCCC3	0%	-1.9
-7%	2	-0.3	-1%	0%	-5%	O=C(CCN1C(=O)/C(=C\c2ccc(F)cc2)SC1=S)Nc1ccccc1	0%	1.4
3%	0	-1.4	-4%	-11%	-16%	COC(=O)c1noc(-c2ccc(OC)cc2)n1	4%	-1.6
-3%	.	1.6	1%	7%	-18%	CCOC(=O)c1cc2c(=O)[nH]ccc2nc1C	9%	0.2
7%	-1	-3.2	1%	2%	-23%	COc1ccc(Cc2nc3ccc(C(=O)NCCn4ccnc4C)cc3o2)cc1OC	-5%	1.1
-1%	-2	-1.1	-15%	2%	3%	CCCN(CCC)CCCNC(=O)C(NS(=O)(=O)c1ccc2c(c1)CCC(=O)N2)c1ccccc1 (stereo not given)	4%	-2.8
1%	1	-3.4	-12%	-12%	1%	CCOc1ccc(CCNC(=O)CCNC(=O)c2ccco2)cc1OCC	4%	-2.5
6%	9	3.3	3%	-15%	2%	COc1ccccc1CNC(=O)CN1C(=O)c2ccc([N+](=O)[O-])cc2C1=O	2%	-1.2
-1%	.	-1.4	-3%	15%	-18%	CCC(=O)N1CCN(c2ccc(Cl)cc2NC(=O)c2ccc(Br)o2)CC1	5%	1.8
4%	?	-2.9	21µM*	-9%	7%	CCOC(=O)c1c(NC(=O)/C=C\C(=O)O)sc(C)c1-c1ccccc1	1%	-2.0
-18%	-14	0.4	-2%	9%	1%	CCCNC(=O)c1cc(C2CCCCN2C(=O)c2ccc3c(c2)CCO3)on1 (stereo not given)	10%	-0.7
-3%	-1	1.5	-7%	0%	-34%	O=C(O)CNc1nc(-c2ccccc2)c2cc([N+](=O)[O-])ccc2n1	2%	-3.0
1%	3	0.2	-5%	-7%	-7%	CCC(=O)Nc1ccc(C(=O)NNC(=O)c2ccc(Cl)cc2)cc1	18%	-7.6
-6%	-18	0.5	-8%	-8%	-1%[11.6 µM]	CCN(CC)S(=O)(=O)c1nnc(NC(=O)c2ccco2)s1	4%	-0.5
-9%	-6	0.0	4%	0%	-1%	COc1ccccc1C(CC(=O)O)NS(=O)(=O)c1ccc2c(c1)N(C(C)=O)CC(C)O2 (stereo not given)	-1%	1.2

# Laid out differently: results already given.
# Order of values: EPAC1 ag	PI5P4Ka inh	IL-2 act	PLK1 PBD inh	EPAC1 antagonist	WRN inhibitor	EPAC2 agonist	CCT chaperon mod
> CCOC(=O)c1c(NC(=O)/C=C\C(=O)O)sc(C)c1-c1ccccc1
→ 4%	?	-2.9	21µM*	-9%	7%	1%	-2.0
> CCCNC(=O)c1cc(C2CCCCN2C(=O)c2ccc3c(c2)CCO3)on1 (stereo not given)
→ -18%	-14	0.4	-2%	9%	1%	10%	-0.7

# Additional records
EPAC1 ag	PI5P4Ka inh	IL-2 act	PLK1 PBD inh	EPAC1 antagonist	WRN inhibitor	Structure	EPAC2 agonist	CCT chaperon mod
3%	.	-2.0	-8%	0%	6%	Cc1cccc(-c2noc(CCC(=O)NCc3ccccc3)n2)c1	11%	-0.2
9%	.	-0.6	-3%	-4%	-13%	O=C(Nc1ccccc1)c1cc(S(=O)(=O)N2CCOCC2)cs1	2%	0.2
-5%	-15	-0.1	-5%	-8%	-13%	Fc1ccc(-c2nnc(NC3=NCCCCC3)o2)cc1	0%	3.6
5%	-15	-1.3	27µM*	11%	3%	O=C(CCn1nnc2ccccc21)N1CCC(O)(c2cccc(F)c2)CC1	3%	-2.7
3%	2	0.2	-11%	-17%	2%	COc1ccc(C2CC(c3ccccc3)=NN2C(=O)COC(=O)C2CC2)cc1 (stereo not given)	14%	0.7
-3%	7	1.4	-10%	-4%	1%	O=C(NNS(=O)(=O)c1ccccc1)c1ccc(O)cc1	12%	-0.8
2%	-13	-0.3	1%	-13%	-26%	COc1cccc(/C=N/NC(=O)C(=O)Nc2ccccc2OC(F)(F)C(F)F)c1O	-4%	-1.5
14%	1	1.2	-8%	-20%	2%	Cn1c(NNC(=O)c2c(F)cccc2F)cc(=O)n(C)c1=O	6%	-1.8
7%	5	-0.9	-6%	9%	0%	COc1ccccc1NC(=O)CSc1nnc(CC(=O)Nc2ccccc2C)n1C	13%	-1.4
2%	?	0.7	-7%	-5%	-8%	O=C(O)CSc1nnc(NC(=O)c2ccc3c(c2)OCO3)s1	3%	-0.9
-7%	1	-3.0	-8%	?	-12%	CC(C)C(=O)Nc1ccc(S(=O)(=O)Nc2nccc(/C=C/c3ccccc3)n2)cc1	-1%	-1.0
12%	1	-0.4	-7%	-17%	3%	Cc1cccc(N2CCN(CC(=O)Nc3ccc(-n4cnnn4)cc3)CC2)c1C	2%	-0.2
11%	1	-0.2	-23%	8%	17%	CCn1c2ccc(F)cc2c2nnc(SCCN3CCCCC3)nc21	6%	-1.1
10%	.	-1.7	2%	14%	-4%	Cc1c(C(=O)N2CCc3ccccc3C2)sc2nc(-c3ccccc3)cn12	12%	-3.5
1%	-1	-0.4	-7%	6%	0%	CCOC(=O)[C@H]1[C@H]2COc3ccccc3[C@@H]2N2C(=O)c3cc(F)c(F)cc3NC(=O)[C@@]12C	9%	-0.5
9%	2	-2.0	-2%	6%	5%	CCOC(=O)N1CCN(C(=O)CSc2nnc(Cn3c(=O)sc4ccccc43)n2C)CC1	10%	-3.4
5%	-6	1.9	-7%	-4%	-1%	COc1ccc(C(=O)N/N=C(\Cc2ncc[nH]2)c2ccccc2)cc1	-11%	-0.5

# Single values from the list.
# Cc1cccc(N2CCN(CC(=O)Nc3ccc(-n4cnnn4)cc3)CC2)c1C @ WRN inhibitor: 3%
# CCOC(=O)[C@H]1[C@H]2COc3ccccc3[C@@H]2N2C(=O)c3cc(F)c(F)cc3NC(=O)[C@@]12C @ PI5P4Ka inh: -1

# High-throughput results deposited in PubChem BioAssay by National Center for Advancing Translational Sciences (NCATS).
